BH1578 lux ind: inducers of Vibrio cholerae quorum light production without autoinducers, primary screen, BH1578 luxS cqsA deficient, single point. activation, % at 18.7 µM. 350,000 compounds, 0.16% hits. V. cholerae BH1578 lux reporter, luminescence, 6 h; in the data active means activation mostly above about 9.7%, no sharp cut-off; further: not every result past the cut was called active; inactives centre near 0; reference of the scale not given here
PrPC TRFRET: inhibitors of human cell surface prion protein PrPC, primary screen, cell-based, TR-FRET; Major prion protein (Homo sapiens), P04156; TR-FRET read-out; inhibition, % at 13.8 µM; 370,000 compounds, 0.43% hits; in the data active means inhibition above about 24%; further: 0% = median of the test wells and 100% = reference compound wells
Anthrax LF prot: Bacillus anthracis LF protease inhibitors, primary screen, biochemical, multiplex microsphere, MLPCN library. Lethal factor (Bacillus anthracis), P15917. multiplex microsphere protease cleavage assay. inhibition, % at 10 µM. 360,000 compounds, 0.12% hits. AID 588501, 2011; further: plate controls were buffer without enzyme for full effect and enzyme alone for no effect
3CLpro inhibitor: SARS-CoV 3CLpro protease inhibitors, primary screen, biochemical, quenched FRET; Replicase polyprotein 1ab (Severe acute respiratory syndrome coronavirus), P0C6X7; recombinant SARS-CoV 3CLpro, quenched FRET peptide cleavage; inhibition, % at 6 µM; 290,000 compounds, 0.14% hits; AID 1706, 2009; in the data active means inhibition above about 12%
TcdB GH inh: TcdB glycohydrolase inhibitors, primary screen, biochemical, single point, plate reader | Toxin B (Clostridioides difficile), P18177 | TcdB glycohydrolase enzymatic assay | inhibition, % at 9.99 µM | 350,000 compounds, 0.24% hits | AID 652162, 2013; in the data active means inhibition above about 10%
Target sequence (P18177 whole entry, looked up): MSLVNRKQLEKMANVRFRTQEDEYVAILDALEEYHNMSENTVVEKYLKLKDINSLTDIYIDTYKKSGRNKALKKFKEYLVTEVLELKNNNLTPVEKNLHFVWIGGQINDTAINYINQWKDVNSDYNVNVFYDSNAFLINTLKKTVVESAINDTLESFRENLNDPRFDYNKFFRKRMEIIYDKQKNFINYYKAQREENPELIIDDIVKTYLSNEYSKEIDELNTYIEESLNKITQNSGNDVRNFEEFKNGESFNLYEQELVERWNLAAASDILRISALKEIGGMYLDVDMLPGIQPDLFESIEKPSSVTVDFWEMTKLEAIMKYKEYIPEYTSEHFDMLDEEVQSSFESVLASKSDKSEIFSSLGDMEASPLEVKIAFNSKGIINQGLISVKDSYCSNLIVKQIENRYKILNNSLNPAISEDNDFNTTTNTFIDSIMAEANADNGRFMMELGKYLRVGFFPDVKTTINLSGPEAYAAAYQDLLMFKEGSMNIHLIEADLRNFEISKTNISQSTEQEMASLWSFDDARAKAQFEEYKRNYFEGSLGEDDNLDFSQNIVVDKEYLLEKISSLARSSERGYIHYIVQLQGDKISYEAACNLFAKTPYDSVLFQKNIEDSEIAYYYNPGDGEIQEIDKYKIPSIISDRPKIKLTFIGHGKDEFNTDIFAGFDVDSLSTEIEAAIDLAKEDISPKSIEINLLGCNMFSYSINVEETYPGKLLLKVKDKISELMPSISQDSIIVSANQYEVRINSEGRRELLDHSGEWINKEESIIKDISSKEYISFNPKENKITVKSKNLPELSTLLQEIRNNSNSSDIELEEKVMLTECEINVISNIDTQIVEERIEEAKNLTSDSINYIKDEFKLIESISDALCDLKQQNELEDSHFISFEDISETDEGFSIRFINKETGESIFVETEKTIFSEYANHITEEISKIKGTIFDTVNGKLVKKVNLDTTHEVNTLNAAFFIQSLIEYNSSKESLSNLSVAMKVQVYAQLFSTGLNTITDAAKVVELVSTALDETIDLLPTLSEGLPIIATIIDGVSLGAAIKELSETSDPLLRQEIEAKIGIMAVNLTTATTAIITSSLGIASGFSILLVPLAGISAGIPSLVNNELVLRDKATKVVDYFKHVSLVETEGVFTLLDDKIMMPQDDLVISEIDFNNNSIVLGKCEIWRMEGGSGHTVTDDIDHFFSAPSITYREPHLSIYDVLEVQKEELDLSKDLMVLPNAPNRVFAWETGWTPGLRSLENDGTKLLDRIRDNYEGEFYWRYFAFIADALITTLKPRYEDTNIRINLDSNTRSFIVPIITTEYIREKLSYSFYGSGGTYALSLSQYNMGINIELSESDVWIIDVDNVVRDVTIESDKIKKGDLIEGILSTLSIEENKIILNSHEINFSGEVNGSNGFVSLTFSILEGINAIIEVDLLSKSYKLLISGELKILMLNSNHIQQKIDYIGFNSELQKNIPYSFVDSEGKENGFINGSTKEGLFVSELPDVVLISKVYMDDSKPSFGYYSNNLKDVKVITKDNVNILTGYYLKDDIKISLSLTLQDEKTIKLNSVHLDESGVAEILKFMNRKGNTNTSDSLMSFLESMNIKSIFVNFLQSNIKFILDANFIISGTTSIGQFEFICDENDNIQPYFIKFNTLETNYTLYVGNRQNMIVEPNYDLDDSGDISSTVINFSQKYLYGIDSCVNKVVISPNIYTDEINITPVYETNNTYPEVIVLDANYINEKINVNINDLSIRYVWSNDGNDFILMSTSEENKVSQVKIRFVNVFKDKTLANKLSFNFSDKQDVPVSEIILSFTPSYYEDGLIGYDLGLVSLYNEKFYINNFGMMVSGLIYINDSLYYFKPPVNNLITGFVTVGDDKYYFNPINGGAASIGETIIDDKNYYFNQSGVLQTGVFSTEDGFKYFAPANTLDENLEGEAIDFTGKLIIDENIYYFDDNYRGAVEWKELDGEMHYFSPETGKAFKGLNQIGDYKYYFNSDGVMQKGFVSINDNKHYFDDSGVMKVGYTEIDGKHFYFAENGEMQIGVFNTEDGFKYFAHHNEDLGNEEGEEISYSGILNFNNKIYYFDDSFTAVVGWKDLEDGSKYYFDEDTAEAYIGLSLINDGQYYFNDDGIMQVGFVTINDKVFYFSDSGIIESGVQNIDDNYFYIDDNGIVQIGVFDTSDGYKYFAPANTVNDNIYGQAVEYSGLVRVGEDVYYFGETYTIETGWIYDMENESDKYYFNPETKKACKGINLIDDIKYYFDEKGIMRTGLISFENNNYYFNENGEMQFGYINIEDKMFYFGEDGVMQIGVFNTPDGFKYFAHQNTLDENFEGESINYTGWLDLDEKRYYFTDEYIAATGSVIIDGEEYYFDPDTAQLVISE
Yp Topo-I inh: Yersinia pestis topoisomerase I inhibitors, primary screen, biochemical, cleavage product accumulation, plate reader, single point; DNA topoisomerase I (Yersinia pestis CO92); Y. pestis Topo-I cleavage product accumulation; activity, % at 10 µM; 360,000 compounds, 0.064% hits; in the data active means activity above about 50%, passing the limit was not always enough; further: inactives centre near 2
BoNT A protease: BoNT/A light chain protease inhibitors, primary screen, biochemical, flow cytometry, MLPCN library | 360,000 compounds, 0.17% hits | AID 588499, 2011 | Botulinum neurotoxin type A light chain protease (Clostridium botulinum A str. ATCC 3502) | inhibition, % at 10 µM | multiplex microsphere protease substrate cleavage; further: plate controls were buffer without enzyme for full effect and enzyme alone for no effect
PfHsp40 rescue: rescue of yeast from PfHsp40 toxicity, primary screen, S. cerevisiae, ATP luminescence; S. cerevisiae expressing PfHsp40, growth rescue; 340,000 compounds, 0.68% hits; growth rescue, % at 12.5 µM; in the data active means growth rescue above about 28%, passing the limit was not always enough;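 further: yeast W303a lacking pdr1 and pdr3 grown in galactose medium; growth measured after three days at 30 °C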
PriA SSB inh: inhibitors of Klebsiella pneumoniae PriA binding to SSB C-terminal tail, primary screen, biochemical, AlphaScreen; inhibition, % at 33 µM; 430,000 compounds, 0.6% hits; AlphaScreen SSBct-PriA binding, biotinylated peptide; PriA–SSB C-terminal tail interaction (Klebsiella pneumoniae); AID 1272365, 2023; in the data active means inhibition mostly above about 37%, no sharp cut-off; inactive means mostly below about 20%;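 further: plate controls were negative control peptide for no effect and reference peptide for full effect; strong numbers were not always called active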
Active calls of the source: *; & = joins results of further samples. Unless noted, no stated cut-off is given here; in the data, active means inhibition above about 30%; inconclusive means no clear call, values can overlap the other calls; inactive means below that.

How did O=C(Nc1ccc(S(=O)(=O)N2CCCCC2)cc1)C1CC(=O)N(Cc2ccccc2)C1 (stereo not given) do in these assays?
BH1578 lux ind: 0.0; PrPC TRFRET: -3; Anthrax LF prot: 7; TcdB GH inh: 0.1; Yp Topo-I inh: 24; BoNT A protease: -1.4; PfHsp40 rescue: -1.8; PriA SSB inh: -11

What do the screens show for `COCCCNC(=O)CN1C(=O)COc2ccc(S(=O)(=O)N3CCCCCC3)cc21`?
BH1578 lux ind: inactive; PrPC TRFRET: -8; Anthrax LF prot: 3; 3CLpro inhibitor: -5; TcdB GH inh: -0.6; Yp Topo-I inh: 4; BoNT A protease: 2.6; PfHsp40 rescue: -0.4; PriA SSB inh: -16

Results for O=c1oc2cc(O)ccc2cc1-c1ccccc1 ?
BH1578 lux ind: inactive; PrPC TRFRET: -6; Anthrax LF prot: 0; 3CLpro inhibitor: 6; TcdB GH inh: 0.5; Yp Topo-I inh: 4; BoNT A protease: 1.8; PfHsp40 rescue: 0.0; PriA SSB inh: -25

What do the screens show for `O=C(CCn1c(=O)oc2ccccc21)Nc1cccc(Cl)c1`?
BH1578 lux ind: -0.6; PrPC TRFRET: 5; Anthrax LF prot: -2; 3CLpro inhibitor: -4; TcdB GH inh: 3.4; Yp Topo-I inh: -4; BoNT A protease: -0.1; PfHsp40 rescue: 1.2; PriA SSB inh: -6

What do the screens show for `CC(=O)Nc1ccc(CN2CCCC(C(=O)c3cccc(C(F)(F)F)c3)C2)cc1` (stereo not given)?
BH1578 lux ind: -0.1; PrPC TRFRET: 0; Anthrax LF prot: 0; 3CLpro inhibitor: -1; TcdB GH inh: -2.3; Yp Topo-I inh: 3; BoNT A protease: 0.3; PfHsp40 rescue: -1.2; PriA SSB inh: -8

How did Cc1ccc(S(=O)(=O)N2CCCCC2)cc1NC(=O)CCNC(=O)c1ccccc1Cl do in these assays?
BH1578 lux ind: -0.5; PrPC TRFRET: 8; Anthrax LF prot: -3; TcdB GH inh: -1.0; Yp Topo-I inh: 7; BoNT A protease: 0.3

Results for NNC(=O)Cn1cnc2ccccc21 ?
BH1578 lux ind: inactive; PrPC TRFRET: 2; Anthrax LF prot: -4; 3CLpro inhibitor: 5; TcdB GH inh: -1.5; Yp Topo-I inh: -8; BoNT A protease: -0.6; PfHsp40 rescue: 0.3; PriA SSB inh: -9

Results for CCOC(=O)C1(C)CCN1C(=O)c1cc(C)n(C(C)(C)C)n1 (stereo not given) ?
BH1578 lux ind: -0.8; Anthrax LF prot: -7; TcdB GH inh: 0.6; Yp Topo-I inh: 1; BoNT A protease: -0.4

What do the screens show for `C=CCN(C(=O)OC(C)(C)C)S(=O)(=O)NCc1ccccc1`?
BH1578 lux ind: -0.4; PrPC TRFRET: 6; Anthrax LF prot: -4; TcdB GH inh: 2.3; Yp Topo-I inh: 3; BoNT A protease: -0.2; PfHsp40 rescue: 0.5; PriA SSB inh: -16

Results for COc1ccccc1C(=O)n1nc(C)cc1C ?
BH1578 lux ind: 0.6; PrPC TRFRET: 5; Anthrax LF prot: -2; 3CLpro inhibitor: -2; Yp Topo-I inh: -4; BoNT A protease: -0.3; PfHsp40 rescue: -1.7; PriA SSB inh: -9

What do the screens show for `CN(C)C1=NC(=O)/C(=C\c2ccccc2)S1`?
BH1578 lux ind: -0.2; PrPC TRFRET: -21; Anthrax LF prot: -1; 3CLpro inhibitor: 4; TcdB GH inh: 1.4; Yp Topo-I inh: 1; BoNT A protease: -0.2; PfHsp40 rescue: -0.8; PriA SSB inh: -10

Results for COc1cccc(OC)c1OCCN(C)C ?
BH1578 lux ind: 6.5; PrPC TRFRET: -5; Anthrax LF prot: -6; 3CLpro inhibitor: 4; Yp Topo-I inh: -15; BoNT A protease: 0.9; PfHsp40 rescue: 0.3; PriA SSB inh: -4

What do the screens show for `O=C(c1sc2ccccc2c1Cl)N(Cc1cccs1)C1CCS(=O)(=O)C1` (stereo not given)?
BH1578 lux ind: -0.1; PrPC TRFRET: 2; Anthrax LF prot: -3; 3CLpro inhibitor: -4; TcdB GH inh: 0.6; Yp Topo-I inh: 25; BoNT A protease: -0.3; PfHsp40 rescue: 0.2; PriA SSB inh: -11

Results for COc1cccc(NC(=O)CCc2c(C)nc3nc(CNC(=O)c4cccc(F)c4)nn3c2C)c1 ?
BH1578 lux ind: inactive; PrPC TRFRET: 1; Anthrax LF prot: -6; 3CLpro inhibitor: 3; TcdB GH inh: -0.6; Yp Topo-I inh: 27; BoNT A protease: -3.8; PfHsp40 rescue: 0.2; PriA SSB inh: -5

Results for COCCNC(=O)c1ccc2c(c1)nc(C)n2-c1cccc(F)c1 ?
BH1578 lux ind: -4.2; PrPC TRFRET: -3; Anthrax LF prot: 6; 3CLpro inhibitor: 2; Yp Topo-I inh: -4; BoNT A protease: 0.5; PfHsp40 rescue: -1.2; PriA SSB inh: 1

What do the screens show for `O=C1c2cc(S(=O)(=O)NCCO)ccc2-c2ccc(S(=O)(=O)NCCO)cc21`?
BH1578 lux ind: -0.3; PrPC TRFRET: -68; Anthrax LF prot: -4; 3CLpro inhibitor: 2; TcdB GH inh: 0.0; Yp Topo-I inh: 0; BoNT A protease: 0.6; PfHsp40 rescue: 0.4; PriA SSB inh: -1

What do the screens show for `CCOC(=O)c1cc2cc(OC)ccc2n1C1CCN(CCc2ccccc2)CC1`?
PrPC TRFRET: 6; Anthrax LF prot: -1; TcdB GH inh: -9.4; BoNT A protease: -1.0

What do the screens show for `C#CCSc1nnc(C)c(C)n1`?
BH1578 lux ind: inactive; PrPC TRFRET: 2; Anthrax LF prot: -16; TcdB GH inh: 0.5; Yp Topo-I inh: -2; BoNT A protease: 0.5; PfHsp40 rescue: -0.7; PriA SSB inh: -1

Results for CC(=O)Nc1ccc2nc(-c3ccco3)[nH]c2c1 ?
BH1578 lux ind: -0.7; PrPC TRFRET: 6; Anthrax LF prot: -1; 3CLpro inhibitor: -3; TcdB GH inh: 0.2; Yp Topo-I inh: -2; BoNT A protease: 0.5; PfHsp40 rescue: -0.1; PriA SSB inh: 2

Results for CN1CCN(S(=O)(=O)c2ccc(-c3ccc(Cl)cc3)cc2)CC1 ?
BH1578 lux ind: inactive; PrPC TRFRET: 3; Anthrax LF prot: 1; 3CLpro inhibitor: 2; Yp Topo-I inh: 4; BoNT A protease: -0.9; PfHsp40 rescue: -0.7; PriA SSB inh: -17&-14&-2

Some of these compounds in order of molecular weight, high to low.
Results for COCCNC(=O)c1ccc2c(c1)nc(C)n2-c1cccc(F)c1 ?
BH1578 lux ind: -4.2; PrPC TRFRET: -3; Anthrax LF prot: 6; 3CLpro inhibitor: 2; Yp Topo-I inh: -4; BoNT A protease: 0.5; PfHsp40 rescue: -1.2; PriA SSB inh: 1

What do the screens show for `O=C(CCn1c(=O)oc2ccccc21)Nc1cccc(Cl)c1`?
BH1578 lux ind: -0.6; PrPC TRFRET: 5; Anthrax LF prot: -2; 3CLpro inhibitor: -4; TcdB GH inh: 3.4; Yp Topo-I inh: -4; BoNT A protease: -0.1; PfHsp40 rescue: 1.2; PriA SSB inh: -6

Results for NNC(=O)Cn1cnc2ccccc21 ?
BH1578 lux ind: inactive; PrPC TRFRET: 2; Anthrax LF prot: -4; 3CLpro inhibitor: 5; TcdB GH inh: -1.5; Yp Topo-I inh: -8; BoNT A protease: -0.6; PfHsp40 rescue: 0.3; PriA SSB inh: -9

New compounds follow:
Results for CS(=O)(=O)N1CCC(C(=O)Nc2cccc(F)c2)CC1 ?
BH1578 lux ind: 0.3; PrPC TRFRET: 0; Anthrax LF prot: -14; 3CLpro inhibitor: -3; TcdB GH inh: 1.6; Yp Topo-I inh: 5; BoNT A protease: 3.7; PfHsp40 rescue: -1.3; PriA SSB inh: 1

What do the screens show for `CC(=O)Oc1ccc2c(c1)cc(C)n2C`?
BH1578 lux ind: -0.3; PrPC TRFRET: -2; Anthrax LF prot: -5; 3CLpro inhibitor: 2; Yp Topo-I inh: -1; BoNT A protease: 0.4; PfHsp40 rescue: 3.5; PriA SSB inh: -12

Results for O=C(CCc1ccccc1)Nc1nc2n(n1)C(c1ccccc1)CC(=O)N2 (stereo not given) ?
PrPC TRFRET: 2; Anthrax LF prot: 2; 3CLpro inhibitor: 7; TcdB GH inh: -0.3; Yp Topo-I inh: 2; BoNT A protease: 0.2; PfHsp40 rescue: -1.3; PriA SSB inh: -4

Results for COc1cc(OC)c2c(O)c3c(c(-c4c5c(c(O)c6c(OC)cc(OC)cc46)CO[C@@H](C)[C@H]5O)c2c1)[C@H](O)[C@H](C)OC3 ?
BH1578 lux ind: 0.1; Anthrax LF prot: 0; 3CLpro inhibitor: 0; Yp Topo-I inh: -10; BoNT A protease: -0.4; PfHsp40 rescue: -0.1; PriA SSB inh: 20

What do the screens show for `COc1cc(S(=O)(=O)Nc2cccc3cn[nH]c23)c(OC)cc1Cl`?
BH1578 lux ind: -0.4; PrPC TRFRET: 3; Anthrax LF prot: 1; 3CLpro inhibitor: 0; TcdB GH inh: 4.5; Yp Topo-I inh: -2; BoNT A protease: -0.1; PfHsp40 rescue: 1.0; PriA SSB inh: 12&-16

What do the screens show for `CC1=C(C(=O)NCc2ccco2)C2(CCC(C)CC2)OC1=O` (stereo not given)?
BH1578 lux ind: -0.1; PrPC TRFRET: -4; Anthrax LF prot: 5; 3CLpro inhibitor: -2; TcdB GH inh: 0.8; Yp Topo-I inh: 4; BoNT A protease: 0.1; PfHsp40 rescue: -0.5; PriA SSB inh: -15

What do the screens show for `Cc1nnc(N(Cc2ccco2)C(=O)c2cccc(C#N)c2)s1`?
BH1578 lux ind: 2.0; PrPC TRFRET: -1; Anthrax LF prot: -6; 3CLpro inhibitor: 1; Yp Topo-I inh: 4; BoNT A protease: -0.2; PfHsp40 rescue: -1.8; PriA SSB inh: -1

How did CN=c1scc(-c2ccc(Cl)cc2)n1C do in these assays?
BH1578 lux ind: -0.3; PrPC TRFRET: -3; Anthrax LF prot: 0; 3CLpro inhibitor: -4; Yp Topo-I inh: -2; BoNT A protease: -0.8; PfHsp40 rescue: 1.2; PriA SSB inh: 0&9

Results for COc1ccc(C(NC(=O)CC(C)C)NC(=O)CC(C)C)cc1OC ?
BH1578 lux ind: inactive; PrPC TRFRET: -1; Anthrax LF prot: 4; 3CLpro inhibitor: 2; Yp Topo-I inh: -9; BoNT A protease: 0.6; PfHsp40 rescue: -0.3; PriA SSB inh: -26

What do the screens show for `O=S(=O)(Nc1nc2ccccc2nc1Nc1ccc2c(c1)OCCO2)c1cccs1`?
BH1578 lux ind: -0.5; PrPC TRFRET: 0; Anthrax LF prot: -10; 3CLpro inhibitor: -4; TcdB GH inh: -1.9&-0.4; Yp Topo-I inh: 8; BoNT A protease: 0.6; PfHsp40 rescue: 0.6; PriA SSB inh: 16&-22

Results for COc1ccc(C(c2nnnn2Cc2ccccc2)N2CCC3(CC2)C(=O)NCN3c2ccccc2)cc1 (stereo not given) ?
PrPC TRFRET: 1; Anthrax LF prot: -1; TcdB GH inh: 0.0; BoNT A protease: -0.4

Results for CC(C)(C)OC(=O)NC1CNNC1=O (stereo not given) ?
BH1578 lux ind: -1.0; PrPC TRFRET: -4; Anthrax LF prot: -3; TcdB GH inh: -3.4; Yp Topo-I inh: 4; BoNT A protease: -0.3; PfHsp40 rescue: -0.7; PriA SSB inh: 10

What do the screens show for `Cc1cc(NC(=O)COC(=O)CCS(=O)(=O)c2cc(Cl)ccc2Cl)no1`?
BH1578 lux ind: -0.6; PrPC TRFRET: 5; Anthrax LF prot: -2; 3CLpro inhibitor: 1; TcdB GH inh: 0.5; Yp Topo-I inh: 3; BoNT A protease: -3.1; PfHsp40 rescue: 1.4; PriA SSB inh: -2

Bioassay records deposited in PubChem by several laboratories.

A portion of the library; rates above refer to the full screens.
